M1 PAM = positive allosteric modulators of human M1 muscarinic receptor; P11229; CHO-K1 hM1, Fluo-8 calcium fluorescence, ACh EC20; 0% = ACh EC20, 100% = maximal ACh; activation, % at 3 µM; 360,000 tested, 0.088% active; AID 588819; in the data active = activation above about 19%, passing the limit was not always enough
Target sequence (P11229 whole entry, looked up): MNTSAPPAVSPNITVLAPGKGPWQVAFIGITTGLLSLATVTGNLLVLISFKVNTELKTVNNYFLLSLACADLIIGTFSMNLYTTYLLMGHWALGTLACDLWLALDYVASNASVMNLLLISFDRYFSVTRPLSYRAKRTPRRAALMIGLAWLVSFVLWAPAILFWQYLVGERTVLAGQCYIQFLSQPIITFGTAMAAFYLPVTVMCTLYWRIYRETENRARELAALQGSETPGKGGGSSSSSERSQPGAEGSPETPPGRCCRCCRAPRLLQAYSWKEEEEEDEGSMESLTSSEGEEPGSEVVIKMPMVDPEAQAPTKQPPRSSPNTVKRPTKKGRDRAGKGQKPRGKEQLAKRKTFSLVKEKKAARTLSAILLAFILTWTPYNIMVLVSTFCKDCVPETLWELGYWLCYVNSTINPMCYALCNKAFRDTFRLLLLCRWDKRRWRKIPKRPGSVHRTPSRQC
M4 PAM = potentiates acetylcholine response at human M4 receptor; P08173; CHO-K1 hM4/Gqi5, Fluo-8 calcium fluorescence, ACh EC20; 0% = ACh EC20, 100% = maximal ACh; activation, % at 3 µM; 360,000 tested, 0.4% active; AID 624126;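 active = activation above its plate's cutoff, the mean activation of sample wells plus 3 SD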; note: some results filed as inactive read as strong as hits
Target sequence (P08173 whole entry, looked up): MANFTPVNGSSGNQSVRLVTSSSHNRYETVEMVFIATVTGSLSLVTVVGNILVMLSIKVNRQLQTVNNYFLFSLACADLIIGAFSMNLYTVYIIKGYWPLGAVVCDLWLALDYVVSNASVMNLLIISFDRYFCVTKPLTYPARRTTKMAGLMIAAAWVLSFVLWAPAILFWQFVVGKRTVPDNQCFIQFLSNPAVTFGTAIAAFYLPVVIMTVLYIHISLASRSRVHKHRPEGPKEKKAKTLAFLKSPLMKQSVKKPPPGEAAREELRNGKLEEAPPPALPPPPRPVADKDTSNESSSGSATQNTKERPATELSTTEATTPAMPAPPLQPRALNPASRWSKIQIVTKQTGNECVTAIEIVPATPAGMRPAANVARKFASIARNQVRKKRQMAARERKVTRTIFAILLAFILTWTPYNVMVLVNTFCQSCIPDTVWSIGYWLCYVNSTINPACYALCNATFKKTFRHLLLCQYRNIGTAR
M4 ag = CHRM4 agonism in calcium assay; P08173; CHO-K1 hM4/Gqi5, Fluo-8 calcium fluorescence; vehicle 0%, full acetylcholine response 100%; activation, % at 3 µM; 360,000 tested, 0.14% active; AID 624127;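 active = activation above the run mean over all test wells plus 3 SD, cut at about 32% in these data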;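 note: peak over basal fluorescence ratio per well then scaled between controls; 0% = DMSO wells and 100% = acetylcholine at EC100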
M4 antag = blocks acetylcholine activation of human M4 receptor | P08173 | inhibition, % at 3 µM | CHO-hM4 cells, ACh EC80, Fluo-8 calcium fluorescence | 360,000 tested, 0.73% active;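 active = inhibition above its plate's cutoff, the mean inhibition of sample wells plus 3 SD, cut at about 27% in these data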;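 note: 0% = acetylcholine EC80 with DMSO and 100% = DMSO without agonist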
CRFBP-R2 agonist = CRF-BP/CRF-R2 complex agonism. 350,000 tested, 0.46% active. activation, % at 13.2 µM. HEK293 CRF-R2/CRF-BP, calcium dye fluorescence (FLIPR); percent of saturating CRF peptide response;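 active = activation of at least 50%, plus an integration ratio under a set limit after plate pattern correction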;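 note: plate controls were neutral control wells without compound for no effect and CRF at EC100 for full effect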
M5 ag = CHRM5 agonism in calcium assay; CHO-K1 hM5 cells, Fluo-8 calcium fluorescence; 0% DMSO wells, 100% maximal acetylcholine response; activation, % at 3 µM; 360,000 tested, 0.19% active; AID 624037;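 active = activation above the run's mean over test compounds plus 3 SD, cut at about 23% in these data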;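 note: signal is peak over basal fluorescence ratio across the kinetic read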
CHRM5 PAM = potentiates acetylcholine response at human M5 receptor; P08912; CHO-K1 hM5, Fluo-8 calcium, ACh EC20 PAM; 0% = ACh EC20, 100% = ACh EC100; activation, % at 3 µM; 360,000 tested, 0.3% active;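 active = activation above the run cutoff, the mean activation of all test compounds plus 3 SD, cut at about 18% in these data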
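system = human M5 receptor in CHO-K1 cells | reagent = EC20 acetylcholine as agonist stimulus | compound dosing = single-point, 3 µM nominal | incubation = Fluo-8 loading 80 min at 37 °C plus 30 min room temperature | detection = Fluo-8 calcium dye fluorescence, kinetic read | benchmarks = low control EC20 acetylcholine (0%), high control EC100 acetylcholine (100%)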
M5 antag = CHRM5 antagonism in calcium assay; inhibition, % at 3 µM; CHO-hM5 cells, Fluo-8 calcium fluorescence, ACh EC80; P08912; 360,000 tested, 0.59% active;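 active = inhibition above a per-plate cutoff, the mean of that plate's test compounds plus 3 SD, cut at about 27% in these data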;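 note: 0% = acetylcholine EC80 with DMSO and 100% = DMSO without agonist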
M1 antag = blocks human M1 muscarinic receptor; P11229; CHO-K1 hM1, Fluo-8 calcium fluorescence, ACh EC80 antagonist; inhibition, % at 3 µM; 360,000 tested, 1.3% active; AID 588852;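 active = percent inhibition above its own plate's cutoff, namely the mean of that plate's compound wells plus 3 SD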;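 note: peak over basal fluorescence ratio during 140 s after agonist addition; 0% = ACh EC80 plus DMSO and 100% = DMSO alone without agonist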
The depositor's hits bear a star; . = no result given.

molecule	M1 antag	CRFBP-R2 agonist	M4 PAM	CHRM5 PAM	M4 ag	M5 ag	M5 antag	M1 PAM	M4 antag
CCOc1ccc(NC(=O)CSc2nccn(-c3ccc4c(c3)OCCO4)c2=O)cc1	0	-0.1	-2	-4	1	-4	10	0	2
O=C(C1COc2ccccc2O1)N1CCN(c2nc3ccc([N+](=O)[O-])cc3s2)CC1 (stereo unspecified)	-10	-1.4	0	0	4	0	-6	12	-6
O=C(NCc1ccco1)c1nc(-c2ccc(F)cc2)no1	-4	-1.6	3	-1	3	-3	3	-1	-6
CCC1(CC)Cc2ccccc2C(Nc2c(C)n(C)n(-c3ccccc3)c2=O)=N1	-10	-1.1	-2	3	0	-5	3	9	1
Cc1ccc(-n2c(P(C)(=O)O)nc3ccccc32)cc1	-2	1.6	5	5	1	-4	4	10	-9
CCS(=O)(=O)c1ccc(O)c(NC(=O)COc2ccccc2)c1	-4	-1.5	6	-3	2	4	-4	5	1
Cc1ccc(S(=O)(=O)N2CCN(C)CC2)cc1[N+](=O)[O-]	2	0.8	-1	0	1	0	5	2	10
COC(=O)[C@@]1(C)[C@H]2C(=O)N(C)C(=O)[C@H]2[C@H]2CN=C(SCc3ccccc3)N21	-3	-0.4	-2	-2	0	1	4	1	-2
CC1=C(c2ccccc2)C(O)(c2ccccc2)C(C)C1=O (stereo unspecified)	-2	-4.5	1	13	-1	-4	4	2	3
Cc1[nH]n(-c2ccccc2)c(=O)c1/C=N/N(C)c1ccccc1	-15	-1.1	3	-4	0	-1	9	11	6
CCCC(=O)N1CCCC(C(=O)c2ccc(OC)c(OC)c2)C1 (stereo unspecified)	-6	-1.1	-2	-2	1	1	5	10	12
O=C(O)c1ccc(S(=O)(=O)N(Cc2ccc(F)cc2)C2CCCCC2)cc1	-20	-1.1	-4	-3	0	0	-3	15	-6
O=C(CN1C(=O)COc2ccc(S(=O)(=O)N3CCCCC3)cc21)NCc1ccc(F)cc1	-12	-3.2	1	-6	1	-4	9	5	-9
OC(CNCC1COc2ccccc2O1)COc1ccc(Cl)cc1 (stereo unspecified)	1	-0.6	-5	-5	12	-6	13	-3	-5
CCN(CC)C(=O)c1cc(Cl)ccc1NC(=O)c1ccco1	-13	-3.1	11	0	0	-3	8	1	-1

Part of the list above in order of length of the SMILES, rising:
molecule	M1 antag	CRFBP-R2 agonist	M4 PAM	CHRM5 PAM	M4 ag	M5 ag	M5 antag	M1 PAM	M4 antag
OC(CNCC1COc2ccccc2O1)COc1ccc(Cl)cc1 (stereo unspecified)	1	-0.6	-5	-5	12	-6	13	-3	-5
CCS(=O)(=O)c1ccc(O)c(NC(=O)COc2ccccc2)c1	-4	-1.5	6	-3	2	4	-4	5	1
O=C(O)c1ccc(S(=O)(=O)N(Cc2ccc(F)cc2)C2CCCCC2)cc1	-20	-1.1	-4	-3	0	0	-3	15	-6
CCC1(CC)Cc2ccccc2C(Nc2c(C)n(C)n(-c3ccccc3)c2=O)=N1	-10	-1.1	-2	3	0	-5	3	9	1
O=C(C1COc2ccccc2O1)N1CCN(c2nc3ccc([N+](=O)[O-])cc3s2)CC1 (stereo unspecified)	-10	-1.4	0	0	4	0	-6	12	-6

The listing continues.
molecule	M1 antag	CRFBP-R2 agonist	M4 PAM	CHRM5 PAM	M4 ag	M5 ag	M5 antag	M1 PAM	M4 antag
CCN(CC)CCNC(=O)CS(=O)Cc1nc(-c2ccc(Cl)cc2)oc1C (stereo unspecified)	4	-1.6	1	5	-1	-5	0	6	10
O=[N+]([O-])c1cccc(COc2ccc(CN3CCOCC3)cc2)c1	49*	-1.7	-10	-16	5	-3	10	-26	-6
CCOC(=O)C1C(c2ccc(C(=O)O)cc2)NC(=O)NC1(O)C(F)(F)F (stereo unspecified)	-12	0.6	-7	-5	0	-1	14	4	-1
O=C1CCC[C@@H]2Cc3[nH]c4c(Cl)ccc(Cl)c4c3[C@@H]3CCN1[C@H]23	2	-0.1	3	-4	1	-2	17	3	-3
O=C(C1CCCN(S(=O)(=O)c2ccc(F)cc2)C1)N(Cc1cccs1)C1CC1 (stereo unspecified)	7	-1.8	-9	-23	6	-4	2	-2	1
CSc1ccccc1NC(=O)C(C)N(C)CC(=O)N1CCN(Cc2ccccc2)CC1 (stereo unspecified)	4	-2.4	-6	-4	1	-3	12	-1	3
CCOc1cc(N2CCOCC2)c(OCC)cc1NC(=O)COC(=O)c1ccccc1OC(F)F	-6	-1.9	1	-1	1	-1	-1	7	5
COc1ccc2nc(NC(=O)C(NS(=O)(=O)c3cccc4nsnc34)C(C)C)sc2c1 (stereo unspecified)	-1	0.1	-2	-12	2	1	5	-2	-2
CNC(=S)N1CCn2cccc2C1c1cc(OC)c(OC)c(OC)c1 (stereo unspecified)	-6	-1.1	4	0	2	1	8	11	-6
COc1cccc(CNS(=O)(=O)c2csc(C(N)=O)c2)c1	-4	1.9	6	-3	2	-3	-6	2	5
COc1ccc(NS(=O)(=O)c2cc(NC(=O)COc3ccccc3)ccc2N2CCOCC2)cc1	-9	-0.9	3	9	5	2	-1	2	-5
COc1ccccc1NC(=S)N1CCC(NC(=O)C23CC4CC(CC(C4)C2)C3)CC1	-8	-1.3	-5	9	1	-5	7	10	2
COc1ccccc1CCNC(=O)CCSc1nc(-c2ccco2)cc(C(F)(F)F)n1	8	4.4	-3	3	-1	-3	-2	-5	16
O=C(NCc1cc(Cl)cc(Cl)c1)c1ccc2nc([C@H]3C[C@H](O)[C@@H](CO)O3)[nH]c2c1	-12	.	-7	0	-1	0	0	0	4
CC(=O)N1CCc2cc(C(=O)CN3CCN(c4ccccc4F)CC3)ccc21	7	-4.9	-1	-3	0	1	-1	-4	-2

Five entries from above, with two lines to a compound:
Each structure is followed by: M1 antag	CRFBP-R2 agonist	M4 PAM	CHRM5 PAM	M4 ag	M5 ag	M5 antag	M1 PAM	M4 antag
> O=C(C1CCCN(S(=O)(=O)c2ccc(F)cc2)C1)N(Cc1cccs1)C1CC1 (stereo unspecified)
  7	-1.8	-9	-23	6	-4	2	-2	1
> CSc1ccccc1NC(=O)C(C)N(C)CC(=O)N1CCN(Cc2ccccc2)CC1 (stereo unspecified)
  4	-2.4	-6	-4	1	-3	12	-1	3
> CCOc1cc(N2CCOCC2)c(OCC)cc1NC(=O)COC(=O)c1ccccc1OC(F)F
  -6	-1.9	1	-1	1	-1	-1	7	5
> COc1ccc2nc(NC(=O)C(NS(=O)(=O)c3cccc4nsnc34)C(C)C)sc2c1 (stereo unspecified)
  -1	0.1	-2	-12	2	1	5	-2	-2
> CNC(=S)N1CCn2cccc2C1c1cc(OC)c(OC)c(OC)c1 (stereo unspecified)
  -6	-1.1	4	0	2	1	8	11	-6

Other entries.
molecule	M1 antag	CRFBP-R2 agonist	M4 PAM	CHRM5 PAM	M4 ag	M5 ag	M5 antag	M1 PAM	M4 antag
O=C(N[C@H](C(=O)O)c1ccccc1)C1CCC(Cn2cnc3ccccc3c2=O)CC1 (stereo partly specified)	-11	0.5	6	7	1	-3	2	7	5
COc1ccc(CNc2nc3nc(C)c(Cl)c(=O)n3[nH]2)cc1OC	-1	-2.4	-2	6	0	0	-3	1	6
CC(=O)[C@H]1CC[C@H]2[C@@H]3CCC4=CC(=O)CC[C@]4(C)[C@H]3[C@H](O)C[C@]12C	-25	-0.6	-1	-6	2	2	7	0	-1
COc1ccccc1OCC(=O)NCCC1=CCCCC1	-11	-2.2	4	-4	0	-3	4	7	-15
C/C(=N\OCc1ccccc1)c1c(O)cc(C(C)C)n(-c2ccccc2)c1=O	-5	-0.2	0	-3	-1	-3	10	5	3
CCn1nc(C)c(CNC(=O)c2cc(COc3ccccc3SC)on2)c1C	0	-1.2	-8	-10	12	5	6	-1	0
O=C(CCSc1ccc(Cl)cc1)NC1CCCC1	-3	-3.2	3	-3	2	0	7	6	1
COc1ccc(CNCCc2ccc(Cl)cc2)cc1OCc1ccccc1	14	5.5	-11	-17	20	12	17	-3	12
COc1ccccc1C(C)NC(=O)c1ccccc1SCC(=O)N1CCCC1 (stereo unspecified)	-13	3.1	14	-1	3	0	-2	6	-24
COc1ccc(OC)c(C2N(c3ccc(Cl)cc3)C(=O)C3CCCN32)c1 (stereo unspecified)	-1	0.8	-2	-7	0	-8	2	2	3
COC(=O)c1ccc(C(=O)N2CCCC(CNC(=O)c3ccccc3Cl)C2)cc1 (stereo unspecified)	-10	-0.8	10	12	1	-2	-7	13	-6
COc1ccccc1N1CCN(C(CNS(=O)(=O)c2cc(F)ccc2F)c2cccnc2)CC1 (stereo unspecified)	-1	-2.0	-1	-3	3	-2	7	7	-3
CCC(C)NC(=O)c1ccc(Cl)c(S(=O)(=O)Nc2ccccc2N2CCOCC2)c1 (stereo unspecified)	5	-0.8	4	-4	1	3	9	1	-1
Cc1cc(OCc2ccc(F)cc2)nc(-c2ccccc2O)n1	3	0.5	8	-4	-1	0	0	1	7
COc1ccc(NC(=O)CCc2nnc3ccc(NCc4ccco4)nn23)cc1	20	1.2	39*	28*	18	1	14	26*	16
COc1cccc(CN(CC(=O)NCc2ccc(F)cc2)C(=O)c2ccco2)c1	-20	-1.0	-8	1	4	4	14	23	3
CS(=O)(=O)N1N=C(c2ccco2)CC1c1ccccc1Cl (stereo unspecified)	-9	-2.2	0	7	1	-2	-2	6	2
